Compound activity (PubChem)
RGS4 inh – blocks human RGS4-accelerated GTP hydrolysis; Transcreener GDP fluorescence polarization, RGS4-accelerated GTP hydrolysis; P49798; AID 504845; 0.039% of 390,000 active; Potency, µM (highest dose often 114 µM), for the others: top-dose activity change, negative = inhibition, usual class: inhibitors; further: potency means the concentration at half of the fitted maximal effect; on the % scale 0 is the no-effect control and ±100 the full control effect; nearly all actives have a fitted effect of over 75% in size; some results filed as inactive show a strong effect at the top dose
Target sequence (P49798 whole entry, looked up): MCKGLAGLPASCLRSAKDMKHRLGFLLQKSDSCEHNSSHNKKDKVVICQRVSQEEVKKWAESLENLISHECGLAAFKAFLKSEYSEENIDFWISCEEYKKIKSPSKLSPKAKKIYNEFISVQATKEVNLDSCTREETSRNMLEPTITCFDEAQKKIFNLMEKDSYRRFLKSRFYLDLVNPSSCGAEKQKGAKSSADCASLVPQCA
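MLSMR compounds (23 nl, pin-transferred) preincubated 10 min at room temperature with a 500nM (2x) first reagent, then RGS4 at 900nM (2x) plus Transcreener GDP mix added; fluorescence polarization (620/688 nm) read before and after 90 min at 30 °C.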
IDH1 R132H inh – inhibitors of human mutant IDH1 R132H; O75874; IDH1-R132H enzyme, NADPH consumption, diaphorase/resazurin fluorescence; Potency, µM (titrated, usually from 76.6 µM), for the others: at the top dose activity change, negative = inhibition, hits mostly inhibitors; 0.093% of 390,000 active; further: potency means the concentration at half of the fitted maximal effect; on the % scale 0 is the no-effect control and ±100 the full control effect; nearly all actives have a fitted effect of over 65% in size
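IDH1-R132H (0.5 ug/mL dispensed) in pH 7.5 Tris buffer was preincubated 30 min with compound, then given a substrate mix of 0.016 mM NADPH and 2 mM alpha-KG for 80 min at room temperature; remaining NADPH was read by diaphorase/resazurin fluorescence.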
Vif-A3G inh – Vif-A3G binding inhibition; HeLa A3G-eYFP + Vif (tagged APOBEC3G with the HIV-1 protein that degrades it), YFP fluorescence, overnight; Potency, µM (top dose mostly 46.1 µM), for the others: top-dose activity, negative = active, actives largely listed as inhibitors; Q9HC16; 0.076% of 410,000 active; AID 602310;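 further: potency means the concentration at half of the fitted maximal effect; on the % scale 0 is the no-effect control and ±100 the full control effect; nearly all actives have a fitted effect of over 60% in size; hits raise eYFP signal because A3G escapes Vif-driven loss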
Target sequence (Q9HC16 whole entry, looked up): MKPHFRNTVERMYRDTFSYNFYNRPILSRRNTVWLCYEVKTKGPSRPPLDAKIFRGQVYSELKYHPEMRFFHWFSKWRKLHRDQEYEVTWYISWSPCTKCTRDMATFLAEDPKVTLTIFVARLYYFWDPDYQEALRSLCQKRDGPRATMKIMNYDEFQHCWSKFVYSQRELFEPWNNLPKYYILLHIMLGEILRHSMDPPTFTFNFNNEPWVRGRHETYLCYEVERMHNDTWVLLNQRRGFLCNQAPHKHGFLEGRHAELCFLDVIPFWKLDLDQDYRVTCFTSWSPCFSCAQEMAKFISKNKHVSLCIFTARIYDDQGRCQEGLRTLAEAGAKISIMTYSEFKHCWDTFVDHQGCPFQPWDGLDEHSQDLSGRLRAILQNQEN
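HeLa cells stably expressing Vif and C-terminally eYFP-tagged A3G, seeded overnight at 37 deg C, then exposed to compound by pintool overnight at 37 deg C. Rise in yellow fluorescence (Ex 488/Em 500-530, Acumen) marks blocked Vif-driven A3G degradation.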
Vif-APOBEC3F blk – inhibitors of Vif-A3F interaction; HeLa A3F-eYFP + Vif (tagged APOBEC3F with the HIV-1 protein that degrades it), YFP fluorescence increase; Potency, µM (highest dose often 46.1 µM), inactives show at the top dose activity, negative = active; 0.2% of 390,000 active; further: potency means the concentration at half of the fitted maximal effect; % of control where 0% means no effect; nearly all actives have a fitted effect of over 65% in size
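HeLa cells stably expressing A3F-eYFP plus Vif, plated and incubated overnight at 37 deg C, then exposed to compounds overnight at 37 deg C. Blocked degradation read as raised yellow fluorescence (Ex 488/Em 500-530).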
GRP78 ERSR act – inducers of ER stress response in human glioma cells; AID 602332; 0.02% of 420,000 active; Potency, µM, without a hit: at the top dose activation, actives largely listed as activators; U87-MG GRP78 promoter luciferase reporter, 16 h; further: potency means the concentration at half of the fitted maximal effect; series mostly up to about 76 µM; % of control where 0% means no effect; nearly all actives have a fitted effect of over 35% in size
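Stably transfected U87-MG human glioma cells carrying a GRP78-based luminescent sensor were seeded at 1000 cells/well, pin-dosed with compounds and incubated 16 h. Luciferase reagent was then added, and end-point luminescence was read after 10 min at room temperature.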
USP1-UAF1 inh – USP1/UAF1 (human) deubiquitinase inhibition. O94782. recombinant USP1/UAF1, Ub-Rhodamine cleavage fluorescence. Potency, µM (titrated, usually from 57.1 µM), inactives show at the top dose activity change, negative = inhibition, usual class: inhibitors. 0.23% of 390,000 active; further: potency means the concentration at half of the fitted maximal effect; on the % scale 0 is the no-effect control and ±100 the full control effect; nearly all actives have a fitted effect of over 60% in size; inactives centre near -12
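Step one: compound is pinned into 1nM USP1/UAF1 in HEPES pH 7.8 buffer with TCEP. Step two: 15 min room-temperature incubation. Step three: Ub-Rho (150nM final) starts cleavage, tracked by fluorescence over six one-minute reads.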
LDHA inh – LDHA (human) enzyme inhibition | P00338 | 0.15% of 480,000 active | activity change, % (values are at about 110 or 230 µM) | purified LDHA, NADH/diaphorase-resazurin fluorescence; active compounds read low | AID 1347041; in the data active means activity change below about -30%; inconclusive means mostly about -25% to -30%;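 further: plate controls were DMSO wells for no effect and wells without enzyme for full effect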
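Resorufin fluorescence (ex540/em590), read at 0 and 20 min after diaphorase/resazurin addition, reports the NADH left after a 5 min room-temperature reaction of 2 nM human LDH5 with 0.06 mM NADH and 0.2 mM pyruvate.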
TrxR1 substrate – is turned over as a substrate by rat TrxR1 | 0.01% of 390,000 active | purified TrxR1 substrate turnover, NADPH consumption readout | Potency, µM (titrated, usually from 114 µM), without a hit: top-dose activity change, negative = substrate turnover; further: potency means the concentration at half of the fitted maximal effect; on the % scale 0 is the no-effect control and ±100 the full control effect; nearly all actives have a fitted effect of over 50% in size
Target sequence (O89049 whole entry, looked up): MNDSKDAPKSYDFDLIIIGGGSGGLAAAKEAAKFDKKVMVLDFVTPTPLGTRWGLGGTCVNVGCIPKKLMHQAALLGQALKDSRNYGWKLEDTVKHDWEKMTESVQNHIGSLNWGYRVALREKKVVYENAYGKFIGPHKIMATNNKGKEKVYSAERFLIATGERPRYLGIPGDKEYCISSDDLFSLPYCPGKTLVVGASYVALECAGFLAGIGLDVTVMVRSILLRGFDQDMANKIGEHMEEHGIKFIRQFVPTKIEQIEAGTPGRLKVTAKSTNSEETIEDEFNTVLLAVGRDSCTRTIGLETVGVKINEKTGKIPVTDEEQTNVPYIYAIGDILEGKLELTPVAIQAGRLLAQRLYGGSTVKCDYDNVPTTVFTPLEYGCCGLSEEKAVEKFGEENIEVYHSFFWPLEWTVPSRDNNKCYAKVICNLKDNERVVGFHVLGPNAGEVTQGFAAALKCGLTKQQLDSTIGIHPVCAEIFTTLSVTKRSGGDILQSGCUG
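Rat TrxR1, dispensed at 90 nM, was prereduced with 400 uM NADPH (final) for 5 min at ~22 deg C, then incubated with compound 15 min before 400 uM selenite. A first-read NADPH fluorescence drop versus no-compound background flagged substrates.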
rTrxR1 inhibitor – rat TrxR1 inhibition; recombinant rTrxR1, NADPH fluorescence consumption, selenite substrate; 1% of 390,000 active; AID 588453; Potency, µM (top dose mostly 114 µM), for the others: at the highest dose activity change, negative = inhibition, hits mostly inhibitors; further: potency means the concentration at half of the fitted maximal effect; on the % scale 0 is the no-effect control and ±100 the full control effect; nearly all actives have a fitted effect of over 65% in size
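Rat TrxR1 (90 nM in the dispensed reagent) was pre-reduced with 400 uM NADPH for 5 min at room temperature, then incubated with compound for 15 min. After 400 uM selenite was added, NADPH fluorescence (Ex 340/Em 450 nm) was followed for 8 min.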
* = called active by the depositor; ? = inconclusive; . = not tested or not shown; & = joins results of further samples; [ ] = another dose, or the depositor's remark. Unless noted, the call rests on the fitted dose curve; in most records, active means well fitted curve in the direction sought with a large enough effect; inconclusive means small, poorly fitted or top-dose-only effect, or another doubt; inactive means no such curve, though single readings can be large; an effect the other way counts as inactive or inconclusive. Some of the compounds tested. The share of hits here may be higher or lower than overall.

Start of the data: the first 2 records as a preview:
Fields: RGS4 inh | IDH1 R132H inh | Vif-A3G inh | Vif-APOBEC3F blk | GRP78 ERSR act | USP1-UAF1 inh | LDHA inh | TrxR1 substrate | rTrxR1 inhibitor
CCOC(=O)N1CCN(C(=O)CNC(=O)c2nn(-c3ccc(OC)cc3)c(=O)c3ccccc23)CC1
 : -31.5% | 0.1% | -1.2% | -9.0% | -3.1% | -13.3% | -3.4 | -0.6%[57.1 µM] | 2.8%[57.1 µM]
CCOc1ccccc1NC(=O)Cc1cccs1
 : 28.8% | 0.0% | 0.1% | 12.0% | 0.0% | 4.5% | -12.2 | -3.8% | 3.6%

The whole of this part (from the top)
Fields: RGS4 inh | IDH1 R132H inh | Vif-A3G inh | Vif-APOBEC3F blk | GRP78 ERSR act | USP1-UAF1 inh | LDHA inh | TrxR1 substrate | rTrxR1 inhibitor
CCOC(=O)N1CCN(C(=O)CNC(=O)c2nn(-c3ccc(OC)cc3)c(=O)c3ccccc23)CC1
 : -31.5% | 0.1% | -1.2% | -9.0% | -3.1% | -13.3% | -3.4 | -0.6%[57.1 µM] | 2.8%[57.1 µM]
CCOc1ccccc1NC(=O)Cc1cccs1
 : 28.8% | 0.0% | 0.1% | 12.0% | 0.0% | 4.5% | -12.2 | -3.8% | 3.6%
CNC(=O)CSc1nc(-c2ccccc2)c(-c2ccccc2)[nH]1
 : 19.9% | -6.4% | ? | ? | -4.4% | -2.9% | 7.1 | 1.2%[57.1 µM] | -11.2%[57.1 µM]
O=C(Cc1ccc(NC2=NC3CS(=O)(=O)CC3S2)cc1)N1CCN(c2ccc(F)cc2)CC1 (stereo not drawn)
 : 16.7% | 0.1% | 7.7% | 1.3% | -3.8% | -14.2% | 2.6 | 5.3%[57.1 µM] | 7.6%[57.1 µM]
Cc1ccc(S(=O)(=O)NN2C(=O)c3ccccc3NC2C)cc1 (stereo not drawn)
 : -18.4% | -3.7% | 2.4% | -18.4% | -3.1% | -19.8% | -7.4 | 59.6%[activator] | 5.2%
C/C(=N\NC(=O)CSc1nc(C)cc(C)n1)c1ccc2c(c1)OCCO2
 : 28.9% | -3.5% | -6.7% | 10.3% | 4.8% | -20.5% | -7.4 | 5.1%[57.1 µM] | 19.6%[57.1 µM]
CC(=O)Nc1ccc(S(=O)(=O)Nc2ccc(S(=O)(=O)Nc3nccs3)cc2)cc1
 : -0.9% | 0.0% | 0.4% | 13.1% | -1.4% | -18.1% | -3.5 | -10.3% | -13.9%
COc1ccc2nc(C)cc(C(=O)O)c2c1
 : 13.2% | 2.1% | -5.5% | 4.9% | -2.1% | -1.1% | 0.2 | 184.1%[activator] | ?
CCOc1nc(NCCO)nc(Nc2cc(Cl)ccc2OC)n1
 : -7.0%[11.4 µM] | -4.3% | -1.6% | -7.5% | -0.1% | -6.1% | -9.0 | -12.5% | -18.8%
O=C(Cn1cnc2c(NCc3ccccc3)ncnc21)NCc1nc2ccccc2[nH]1
 : -3.0% | 3.6% | -2.4% | 0.5% | -3.3% | -18.4% | -4.4 | 4.0% | 14.7%
Cc1ccc2nc(N(Cc3cccnc3)C(=O)CCOc3ccccc3)sc2c1
 : -41.4% | -4.1% | 2.5% | 0.1% | -1.4% | -12.1% | -2.8 | -4.0%[57.1 µM] | ?
COc1ccc(-c2c3c(=O)n(C)c(=O)n(C)c3cn2-c2cccc(N)c2)cc1
 : -19.9% | -29.5% | -1.2% | -0.6% | -0.2% | ? | 5.3 | -5.1% | 4.1%
Cc1ccc(S(=O)(=O)NCCC(=O)NNC(=O)c2ccccc2Cl)cc1C
 : 5.4% | -2.8% | 0.8% | -12.0% | -3.8% | -5.6% | -3.1 | -9.7% | -3.4%
CC(=O)c1c(C)[nH]c(C(=O)CN2C(=O)NC(C)(c3ccc4c(c3)OCCO4)C2=O)c1C (stereo not drawn)
 : -12.5% | 1.5% | 1.3% | -28.2% | -0.7% | -8.6% | -4.1 | -13.6% | -16.8%
O=C(NCC1CCCC(CNC(=O)N2CCc3ccccc32)C1)N1CCc2ccccc21 (stereo not drawn)
 : 2.3% | 1.1% | 0.9% | 1.2% | -0.5% | -16.3% | -0.2 | -2.4%[57.1 µM] | 12.8%[57.1 µM]
COC(=O)c1nn(C23CC4CC(CC(C4)C2)C3)c2c1C(=O)N(c1ccc(F)cc1)C2=O
 : 2.2% | 6.0% | -0.6% | -8.0% | 0.0% | -22.7% | -6.6 | 14.0%[57.1 µM] | 13.8%[57.1 µM]
Cc1c(C(=O)NCc2cccc(Cl)c2)sc2nc3n(c(=O)c12)CCCC3
 : -5.7% | 1.1% | 4.9% | -1.0% | 2.4% | -15.7% | -4.1 | 13.4% | ?
Cc1onc(-c2c(Cl)cccc2Cl)c1C(=O)NCc1cccs1
 : -23.1% | 3.6% | -1.7% | -2.4% | -4.7% | -16.1% | -3.5 | -13.4% | 9.2%[57.1 µM]
COc1ccc(-n2c3nc4ccccc4nc3c3c(=N)oc(C)nc32)cc1
 : -12.3% | 8.0% | -0.7% | 12.3% | -2.1% | ? | -0.2 | -13.4% | 17.4%[57.1 µM]
Cc1ccnc(SCC(=O)c2ccc(Br)s2)n1
 : -27.6% | 2.3% | 1.3% | -6.4% | 5.5% | -4.2% | -5.6 | 1.8%[57.1 µM] | 3.2%[57.1 µM]
CC1(C)OC(=O)C(=CNCCc2ccc(O)cc2)C(=O)O1
 : -6.3% | -2.7% | -4.1% | -5.3% | -5.5% | -18.7% | 0.4 | 1.2%[57.1 µM] | 3.7%[57.1 µM]
NNC(=O)c1cccc(O)c1
 : 10.8% | 1.0% | -1.5% | 0.8% | 2.6% | -2.6% | 2.4 | -3.5% | -10.8%
Cc1ccc(NC(=O)c2c(C)nc(Nc3nc4ccccc4o3)nc2C)cc1
 : -2.4% | -10.0% | -8.4% | . | -1.5% | -14.2% | -4.7 | -3.3% | -6.0%
O=C(N/N=C/c1ccc(-n2ccnc2)cc1)c1cccs1
 : -7.8% | -9.3% | -1.4% | -3.0% | 1.0% | -18.1% | -18.4 | -9.3% | 3.8%
CC1CCCN(c2nc3c(S(=O)(=O)c4ccc(C(C)C)cc4)nnn3c3ccsc23)C1 (stereo not drawn)
 : 5.8% | -15.0% | 1.9% | 8.2% | -3.0% | -7.4% | -1.0&-0.6 | 29.8% | 36.9%
Cc1cc(Br)cc(Br)c1OCC(=O)NNC(=O)CCC(=O)NCc1ccccc1
 : -1.8% | 0.1% | 1.1% | 1.5% | 2.5% | -20.5% | -0.8 | 4.9% | 13.0%
CC(C)CC(=O)Nc1cc(NC(=O)CC(C)C)cc(C(=O)NC(C)(C)C)c1
 : -0.4% | 6.1% | -0.9% | -8.6% | -5.7% | -3.7% | -7.6 | 10.3% | 16.4%[57.1 µM]
Cn1nc(C(F)(F)F)c(/C=N/OC(=O)c2ccccc2)c1SCc1ccccc1Cl
 : 5.9% | 0.0% | 2.2% | -7.8% | ? | -24.9% | 3.6 | -8.1% | -8.3%
O=C(c1ccc(F)c(S(=O)(=O)N2CCOCC2)c1)N(CCc1ccccc1)Cc1ccccc1
 : 21.7% | 3.7% | 1.1% | -7.8% | -3.8% | -3.6% | -5.8 | 2.6% | 11.8%
Cc1oc2ccc(O)c(CN3CCCC3)c2c1C(=O)Nc1cccc(Cl)c1C
 : 16.5% | 12.3% | -4.7% | 2.2% | -3.6% | ? | 1.1 | 0.9% | 15.4%
Cc1ccc(NC(=O)c2cc(S(=O)(=O)N3CCCC3)cn2C)cc1
 : -12.9% | -6.9% | 1.5% | 2.4% | -5.2% | -21.9% | -3.1 | 4.6%[57.1 µM] | 0.2%[57.1 µM]
CC(C)OC(=O)CSc1nnc(CNc2nc(-c3ccccc3)cs2)n1C
 : -23.0% | -0.1% | -8.6% | 0.5% | -2.9% | -20.9% | -2.1 | 8.8%[57.1 µM] | -0.2%
Cc1nn2c(-c3ccccc3)c(-c3ccccc3)nc2[nH]c1=O
 : 23.4% | 1.6% | 1.4% | -5.0% | 2.1% | 1.2% | -8.4 | 10.2%[57.1 µM] | 15.3%[57.1 µM]
O=C(COC(=O)c1ccc(Cl)c([N+](=O)[O-])c1)NC1CCCC1
 : 16.8% | 1.1% | -9.4% | 6.7% | 0.9% | -8.5% | -3.5 | 4.7% | 5.7%
COc1cccc(NC(=O)COC(=O)c2c(NC(C)=O)sc(C)c2C)c1
 : -12.1% | 13.6% | 0.6% | 0.3% | -2.8% | -15.9% | -3.6 | 2.6% | 24.3%
O=C(CC1S/C(=N/N=C2CCCCCC2)NC1=O)Nc1ccccc1F (stereo not drawn)
 : 6.4% | -0.6% | -4.1% | ? | -4.1% | -15.7% | -2.3 | 5.1% | 17.1%
CCN1C(=NCC(C)C)N[C@@H](c2cccc(F)c2)C(C(=O)OC)=C1C
 : -23.3% | 11.1% | 1.5% | 0.1% | -6.1% | ? | -12.1 | -2.4% | 1.8%
